Screening data: PubChem, several laboratories
CCHF vOTU inh – blocks the CCHF virus ovarian tumor domain protease; CCHFV vOTU protease, Pep-AMC fluorescence; AID 651958; inhibition, % at 11.5 µM; 370,000 tested, 0.55% active; also: 0% = vehicle wells with enzyme and 100% = no enzyme wells
FadD28 binding – inhibitors of Mycobacterium tuberculosis FadD28 bisubstrate binding | FadD28 bisubstrate probe binding, fluorescence polarization | inhibition, % at 12.5 µM | 360,000 tested, 0.22% active; in the data active = inhibition above about 8.5%, passing the limit was not always enough; inconclusive = no clear call, values can overlap the other calls
BoNT A protease – inhibitors of Botulinum neurotoxin A light chain protease. multiplex microsphere protease substrate cleavage, flow cytometry. 360,000 tested, 0.17% active. inhibition, % at 10 µM; in the data active = inhibition above about 30%; inconclusive = no clear call, values can overlap the other calls; also: plate controls were buffer without enzyme for full effect and enzyme alone for no effect
Mtb FBA inh – Mtb fructose-bisphosphate aldolase inhibition | AID 588726 | inhibition, % at 1 µM | 360,000 tested, 2.3% active | purified M. tuberculosis FBA, fluorescence read-out; in the data active = inhibition above about 27%;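 also: 0% = vehicle and 100% = reference inhibitor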
Target sequence (P9WQA3 whole entry, looked up): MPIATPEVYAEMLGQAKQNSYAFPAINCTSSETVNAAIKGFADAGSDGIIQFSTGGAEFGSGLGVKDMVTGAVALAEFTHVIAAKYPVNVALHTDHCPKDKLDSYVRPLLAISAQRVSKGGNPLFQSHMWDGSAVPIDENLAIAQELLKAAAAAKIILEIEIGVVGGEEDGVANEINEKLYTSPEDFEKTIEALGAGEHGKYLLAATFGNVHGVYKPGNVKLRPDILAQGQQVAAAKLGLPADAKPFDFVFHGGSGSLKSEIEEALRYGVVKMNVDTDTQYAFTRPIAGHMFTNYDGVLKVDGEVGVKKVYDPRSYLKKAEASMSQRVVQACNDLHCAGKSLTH
PrPC TRFRET – inhibitors of human cell surface prion protein PrPC; P04156; TR-FRET read-out; inhibition, % at 13.8 µM; 370,000 tested, 0.43% active; AID 720596; in the data active = inhibition above about 24%; also: 0% = median of the test wells and 100% = reference compound wells
BoNT-F LC inh – blocks Botulinum neurotoxin F light chain protease. Multiplex microsphere protease cleavage assay, flow cytometry. 360,000 tested, 0.22% active. inhibition, % at 10 µM; in the data active = inhibition above about 35%, passing the limit was not always enough; inconclusive = no clear call, values can overlap the other calls; also: plate controls were buffer without enzyme for full effect and enzyme alone for no effect
GDH-TPI inh – inhibits GDH-TPI coupling enzymes, artifact for Mtb FBA screen | GDH-TPI coupled enzyme counterscreen, NADH absorbance | inhibition, % at 4.8 µM | 360,000 tested, 1.2% active | AID 588335;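 also: 0% = DMSO wells and 100% = wells lacking the enzyme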
UGM FP inh – blocks M. tuberculosis UGM enzyme. 320,000 tested, 0.06% active. purified UGM, fluorescence polarization probe displacement. inhibition, % at 10 µM. AID 504406; in the data active = inhibition above about 10%, passing the limit was not always enough; inconclusive = no clear call, values can overlap the other calls
Target sequence (P9WIQ1 whole entry, looked up): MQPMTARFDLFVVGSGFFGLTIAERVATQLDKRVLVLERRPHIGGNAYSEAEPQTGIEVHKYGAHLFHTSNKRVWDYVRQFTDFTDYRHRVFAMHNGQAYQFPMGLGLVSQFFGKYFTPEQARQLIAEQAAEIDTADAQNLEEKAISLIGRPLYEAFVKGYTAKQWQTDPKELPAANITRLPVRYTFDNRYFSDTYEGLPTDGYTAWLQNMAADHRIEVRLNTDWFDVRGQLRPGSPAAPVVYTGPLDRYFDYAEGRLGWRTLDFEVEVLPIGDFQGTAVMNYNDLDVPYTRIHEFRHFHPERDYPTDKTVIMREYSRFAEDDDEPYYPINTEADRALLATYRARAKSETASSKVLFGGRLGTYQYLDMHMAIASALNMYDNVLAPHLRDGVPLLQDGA
Mtb BioA inh – inhibitors of Mycobacterium tuberculosis BioA enzyme; inhibition, % at 9.99 µM; 360,000 tested, 0.096% active; AID 602481; purified M. tuberculosis BioA enzyme, plate reader; in the data active = inhibition above about 40%; inconclusive = no clear call, values can overlap the other calls
Numbers without * were called inactive; ? = inconclusive; . = no result given. Rule as the data show it, unless noted: active = inhibition above about 30%; inactive = the rest.

SMILES	CCHF vOTU inh	FadD28 binding	BoNT A protease	Mtb FBA inh	PrPC TRFRET	BoNT-F LC inh	GDH-TPI inh	UGM FP inh	Mtb BioA inh
Cc1cc(C(=O)O)n(C(C)(C)C)n1	4	-1.1	?	2	4	?	3	1.8	-0.2
N#CCOc1coc(CN2CCN(c3ccccc3)CC2)cc1=O	1	0.1	1.4	0	0	4	0	-1.7	-1.2
C[C@H]1COc2cc(N3CC[C@H](O)C3)ccc2S(=O)(=O)N1	14	.	0.3	.	-4	4	.	.	.
O=C(Cn1cccc1C(=O)c1ccccc1)NCCc1ccccc1	2	-1.9	0.0	-2	1	11	20	-2.3	-0.1
CCCS(=O)(=O)NC(=O)C1(C)CCN(C(=O)c2ccc(OC)cc2)C1 (configuration not stated)	.	-2.7	0.3	3	.	-7	12	.	-0.4
O=C(O)c1cccc(Oc2ccc([N+](=O)[O-])cc2)c1	13	-0.7	-1.3	2	4	-11	5	2.7	-1.2
CC1CCC(NC(=O)c2cc(S(=O)(=O)N3CCCCC3)ccc2N2CCOCC2)CC1 (configuration not stated)	5	-1.7	-1.2	0	4	-9	0	0.6	0.6
Nc1nnc(SCC(=O)OCc2ccc(F)cc2)s1	-7	-0.5	-0.8	2	6	4	-6	2.0	.
O=C(Cn1c2c(c(-c3ccccc3)cc1=O)CCCC2)N1CCCCCC1	5	-1.7	-1.6	-1	-5	-8	9	-0.7	0.1
COc1cc(C(=O)NCC2CCCCC2)ccc1OCc1c(C)noc1C	7	.	-0.9	-5	-5	-2	-5	2.7	-1.1
CCCNC(=O)Nc1nccs1	-5	-2.3	-0.2	1	-4	-3	-2	-1.4	-1.2
CCCCn1c(SCC(=O)OCC)nnc1-c1ccoc1C	-2	-0.7	-0.2	3	-1	11	2	2.1	0.0
CCn1c(SCC(=O)Nc2ccc(NC(=O)c3ccco3)c(OC)c2)nc2ccccc2c1=O	-3	-1.0	-4.2	4	-1	-6	-1	1.1	4.2
CC(C)COc1ccc(CSCCNC(=S)Nc2ccccc2)cc1	14	-6.7	-0.4	74*	17	-2	-8	-2.1	1.3
O=C(C1=C[C@H](c2ccc(C(F)(F)F)cc2)C[C@H](OCc2ccc(CO)cc2)O1)N1CCN(Cc2ccc3c(c2)OCO3)CC1	5	-5.5	-0.1	-2	7	-1	-4	4.5	-3.4
NS(=O)(=O)c1cc(C(=O)NC2CCSc3ccccc32)ccc1Cl (configuration not stated)	6	-18	-1.0	-2	1	3	8	-0.2	-4.9
Cc1cc(C(=O)O[C@H]2[C@H](Cc3ccccc3)NS(=O)(=O)[C@H]3C[C@@H]4C=C[C@]23O4)ccc1[N+](=O)[O-]	3	-1.4	-0.1	3	0	5	7	2.9	-1.5
COc1ccc(NC(=O)CN(C)S(=O)(=O)c2ccc3[nH]c(=O)oc3c2)cc1	-8	-0.1	-0.8	5	1	3	8	2.5	0.3
Cc1cc(NS(=O)(=O)c2ccc(NC(=O)c3cnc(Cl)c(Cl)c3)cc2)nc(C)n1	0	-1.5	-0.3	2	-5	1	14	1.3	1.8
Cc1ccc(Cn2nnnc2CN2CCC(O)(c3cccnc3)CC2)cc1	4	-0.9	-0.2	2	3	-2	-1	0.0	.
COc1ccccc1N(CC(=O)NC1CC2CCC1C2)S(=O)(=O)c1ccc(C)cc1 (configuration not stated)	4	-6.7	-0.6	1	55*	-3	8	-1.5	-0.9
Cc1ccc(SCCNC(=S)Nc2cc(C)ccc2C)cc1	6	-3.8	0.1	-2	4	-5	-4	0.2	0.6
COC(=O)CCC(=O)N(C)CC1CCCN(CCc2cccc(C(F)(F)F)c2)C1 (configuration not stated)	-11	-1.8	-1.6	0	-2	25	-7	0.3	-1.4
CCn1ccc(=N)cc1	11	-2.2	0.1	3	8	1	-3	-1.0	-0.9
Cn1cnc2c1c(=O)n(Cc1c(Cl)cccc1Cl)c(=O)n2C	10	-1.2	.	1	7	.	-2	2.8	0.3

Filtered by structure, those above with an aryl thioether with sulfur outside any ring
SMILES	CCHF vOTU inh	FadD28 binding	BoNT A protease	Mtb FBA inh	PrPC TRFRET	BoNT-F LC inh	GDH-TPI inh	UGM FP inh	Mtb BioA inh
Nc1nnc(SCC(=O)OCc2ccc(F)cc2)s1	-7	-0.5	-0.8	2	6	4	-6	2.0	.
CCCCn1c(SCC(=O)OCC)nnc1-c1ccoc1C	-2	-0.7	-0.2	3	-1	11	2	2.1	0.0
CCn1c(SCC(=O)Nc2ccc(NC(=O)c3ccco3)c(OC)c2)nc2ccccc2c1=O	-3	-1.0	-4.2	4	-1	-6	-1	1.1	4.2
Cc1ccc(SCCNC(=S)Nc2cc(C)ccc2C)cc1	6	-3.8	0.1	-2	4	-5	-4	0.2	0.6

New compounds follow.
SMILES	CCHF vOTU inh	FadD28 binding	BoNT A protease	Mtb FBA inh	PrPC TRFRET	BoNT-F LC inh	GDH-TPI inh	UGM FP inh	Mtb BioA inh
CCOCCCNC(=O)C(NC(=O)c1ccc(NC(C)=O)cc1)c1ccc(OC)cc1 (configuration not stated)	1	-1.7	0.2	1	-7	-5	10	-1.4	.
O=C(O)CSCC(=O)Nc1ccc(-c2nc3ccccc3s2)cc1	-54	-9.6	-2.0	116*	3	-105	23	1.3	0.8
N#Cc1c(-c2ccccc2)c(C#N)c2nc3ccccc3n2c1N	15	-2.0	0.6	83*	2	-13	13	0.9	.
CC(C)(C)c1ccc(OCCC(=O)NC2=NCCS2)cc1	3	-0.1	-0.4	2	-4	-19	7	1.6	0.0
CN(C)S(=O)(=O)c1cccc(C(=O)NCC(C)(C)CNC(=O)c2cccc(S(=O)(=O)N(C)C)c2)c1	19	-3.8	1.1	-6	2	6	3	3.1	0.8
CCOc1ccc(NC(=O)Cn2nnc(-c3ccc(C(N)=O)cc3)n2)cc1S(=O)(=O)N1CCCC1	7	-3.3	1.1	6	5	-7	12	.	-1.0
NC(=S)/N=C/c1c(O)[nH]c(=O)[nH]c1=O	-13	-1.8	1.7	0	5	13	0	-2.5	.
CC1CCC(NC(=O)CN(C)S(=O)(=O)c2ccc3c(c2)c(=O)n(C)c(=O)n3C)CC1 (configuration not stated)	6	-3.9	2.5	0	4	-1	-1	2.2	-2.2
O=C(CCN1CCCCC1c1cccnc1)NCc1ccccc1 (configuration not stated)	-4	0.0	-0.9	5	-6	?	-9	0.2	0.0
CCN(CC)CCN1C(=O)C(=O)/C(=C(/O)c2cccc(OC)c2)C1c1ccccn1 (configuration not stated)	7	-3.1	0.3	-1	3	?	17	2.0	-1.3
CCOC(=O)c1cc(C#N)c(Oc2ccccc2OC)nc1-c1ccccc1	9	0.0	-0.9	5	9	-13	5	0.3	0.2
COC(=O)c1ccc(CNC(=O)c2ccc3c(c2)S(=O)(=O)N=C2CCCCCN23)cc1	5	-1.5	1.1	0	-7	5	0	2.1	5.2
O=C(c1ccc(F)cc1)c1c[nH]c(C(=O)NCCCN2CCOCC2)c1	-2	-0.6	-0.2	-1	-5	-13	11	-1.8	0.0
Cc1ccc(S(=O)(=O)Cc2ccc(C(=O)NCCCN3CCN(C)CC3)o2)cc1	-4	-1.0	?	-3	-1	-4	0	-0.8	-4.4
c1ccc(-n2c3ccccc3c3ccccc32)cc1	-8	-2.1	-1.2	0	5	-14	12	-0.8	0.0
COc1ccc(NC(=O)c2cccc(S(=O)(=O)N3CCCCC3)c2)c(OC)c1	7	-1.7	-0.2	0	19	-2	1	0.1	0.1
COc1ccc(CCNC(=O)CCNC(=O)c2ccc(Cl)cc2)cc1OC	0	-2.3	0.0	5	-5	5	3	-2.7	.
COc1ccc(Nc2nc(C)c(-c3ccccc3)s2)cc1	2	0.3	-1.5	3	8	-15	7	0.0	.
COc1ccc(N2C(=O)CC(c3ccc(OC(C)C)cc3)C2=O)cc1 (configuration not stated)	-2	1.1	-1.2	-1	1	-1	-4	0.2	1.0
O=C(CCl)Nc1nc(-c2ccco2)c(-c2ccco2)s1	4	-1.6	0.3	-4	44*	-1	11	0.4	.
CCN(CC)C(=O)c1[nH]cnc1C(=O)NCc1ccc(CNC(=O)OC(C)(C)C)cc1	5	-0.1	0.7	-1	4	-7	9	-2.0	-0.4
O=C(Nc1ccc(Br)cc1)c1ccc(F)c(S(=O)(=O)N2CCN(c3ccccn3)CC2)c1	-1	-3.2	0.0	-1	-3	3	-6	-0.6	.
O=C(O)c1ccc(/C=N/Nc2nnnn2-c2ccccc2)cc1	0	-0.6	-1.1	0	-3	-8	9	-2.0	.
O=C(Nc1ccc2c(c1)OCO2)C1CCCN(S(=O)(=O)c2cccs2)C1 (configuration not stated)	.	-2.6	-0.2	9	.	-3	5	0.5	3.8
Cc1ccc(N2C(=O)C3C(C2=O)C2C=CC3C23CC3)cc1 (configuration not stated)	3	-2.4	?	-1	2	0	-2	2.5	0.0
(cont.)
SMILES	CCHF vOTU inh	FadD28 binding	BoNT A protease	Mtb FBA inh	PrPC TRFRET	BoNT-F LC inh	GDH-TPI inh	UGM FP inh	Mtb BioA inh
CC(C)(C)CC(=O)Nc1nn[nH]n1	-1	-0.1	0.6	6	3	0	5	-0.8	.
NC(=O)COc1cccc2cccnc12	24	-2.3	15	1	-5	12	1	2.6	0.4
S=C1N(c2ccccc2)C(c2ccc(Cl)cc2)N2CCCN12 (configuration not stated)	7	-2.6	-1.6	-2	1	-34	3	-3.1	3.3
CCn1c(/C(C#N)=C(\O)CCc2ccccc2)nc2ccccc21	-2	-0.4	0.2	-5	2	-2	19	0.5	.
CCN(CC(=O)NCc1cccs1)C(=O)C1CC(=O)N(c2ccc(OC)cc2OC)C1 (configuration not stated)	0	-1.0	-0.8	0	8	-13	-11	-0.6	-0.2
O=C(NCC(c1cccs1)N1CCOCC1)C1CCN(S(=O)(=O)c2cccc(C(F)(F)F)c2)CC1 (configuration not stated)	-6	-0.6	1.6	6	-8	-2	4	.	.
COc1ccc(COCC(O)CN2CCC(C(N)=O)CC2)cc1 (configuration not stated)	12	-0.9	0.1	5	17	-5	0	-0.2	-1.1
CCCCC(=O)NC(c1ccc(OC)c(OC)c1)c1c(O)ccc2ccccc12 (configuration not stated)	.	-0.4	0.4	9	.	-1	8	0.5	.
CCOC(=O)c1c(C)cccc1OCC(N)=O	3	-3.3	0.2	-1	-3	-4	0	-1.6	-0.4
Cc1cc(/C=N/NC(N)=O)c(C)n1-c1ccc(F)cc1	1	0.2	-1.3	0	0	-6	3	0.4	.
CC1(C)Cc2cccc(OCC(=O)N3CCN(S(=O)(=O)c4ccccc4F)CC3)c2O1	2	-2.1	0.6	2	-2	-11	5	2.3	-1.1
CC(=O)Nc1ccc(S(=O)(=O)N2CCN(C(=O)c3ncoc3-c3cccc(C)c3)CC2)cc1	6	-0.9	-5.6	-2	4	-18	1	-0.3	0.6
Cc1cccc(C)c1NC(=O)COC(=O)c1cc(=O)c2ccccc2o1	-1	-1.6	0.1	-2	7	-3	1	-0.1	-0.3
CC(=O)N1CCC(=NNc2ccc(S(=O)(=O)N3CCOCC3)cc2[N+](=O)[O-])CC1	5	-4.4	-0.3	-1	-27	0	-9	-2.7	-1.7
Cn1c(=O)oc2cc(S(=O)(=O)Nc3cccc4c3CCCC4)ccc21	-2	-3.8	2.0	-16	14	4	-14	-1.6	0.9
CCOC(=O)c1sc(NC(=O)CSc2nc(-c3ccco3)cc(C(F)(F)F)n2)c(C(=O)OC)c1C	-4	1.3	-0.3	4	-1	-15	-1	2.1	.
Cc1ccc(C)c(N2CCN(CCCNC(=O)Cn3cc4c(n3)CCC(C)C4)CC2)c1 (configuration not stated)	0	-0.9	-1.7	2	-11	-10	0	-1.0	0.0
COc1ccc(CCNCc2cc(C)n(-c3ccc(OC)cc3)c2C)cc1	5	-5.1	-1.9	7	-7	-48	-1	0.0	0.5
CCN(CC)c1ccc(NC(=O)c2ccc(Br)o2)cc1	-15	-2.9	-0.6	1	0	-4	12	-2.4	2.0
Cc1cc(OC(=O)c2ccco2)c2c(C)cc(=O)oc2c1	-13	0.1	0.1	1	3	-9	5	-0.1	.
Cc1ccccc1CN1CCN(C(=O)c2cc(-c3ccncc3)nc3ccccc23)CC1	-4	-1.9	-1.6	0	-13	-4	-2	1.6	-0.1
